RORg inh – blocks mouse ROR gamma transcriptional activity; P51450; Drosophila S2 Gal4-RORgamma UAS-luciferase reporter, 20 h; Potency, µM (top dose mostly 53.6 µM), without a hit: top-dose activity change, negative = inhibition, most hits filed as inhibitors; actives 5.4% (n = 310,000); AID 2551; note: potency is the fitted concentration of half-maximal effect; % is set by controls: 0 for no effect and ±100 for the full control effect; nearly all actives have a fitted effect of over 60% in size
Target sequence (P51450 whole entry, looked up, the tested form may be a part): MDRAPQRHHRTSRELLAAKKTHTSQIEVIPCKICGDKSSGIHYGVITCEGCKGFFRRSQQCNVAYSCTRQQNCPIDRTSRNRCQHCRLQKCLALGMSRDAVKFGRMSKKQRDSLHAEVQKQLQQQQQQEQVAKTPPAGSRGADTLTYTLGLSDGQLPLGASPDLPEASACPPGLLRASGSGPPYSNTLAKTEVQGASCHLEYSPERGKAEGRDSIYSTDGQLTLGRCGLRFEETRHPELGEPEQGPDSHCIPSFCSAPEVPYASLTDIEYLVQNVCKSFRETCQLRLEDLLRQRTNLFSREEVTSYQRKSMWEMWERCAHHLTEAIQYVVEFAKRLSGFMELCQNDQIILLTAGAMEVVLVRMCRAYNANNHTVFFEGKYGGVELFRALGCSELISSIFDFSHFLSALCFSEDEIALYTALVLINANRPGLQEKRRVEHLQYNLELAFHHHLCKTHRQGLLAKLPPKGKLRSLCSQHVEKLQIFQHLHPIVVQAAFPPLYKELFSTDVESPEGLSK
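Using a luciferase readout, inhibitors were identified by reduced reporter activity in Drosophila cells coexpressing a copper-inducible Gal4–ROR gamma fusion and UAS-driven Photinus luciferase, incubated 20 hr after 700 uM copper sulfate.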
p53 reactivation – mutant p53 re-activation in reporter cells. H1299 p53-A138V BP100-luciferase reporter, luminescence, 24 h. Potency, µM (titrated, usually from 92.2 µM), for inactives: top-dose activity change, positive = activation, usual class: activators. actives 0.063% (n = 320,000); note: potency is the fitted concentration of half-maximal effect; % of control where 0% means no effect; nearly all actives have a fitted effect of over 45% in size
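H1299 (p53-null), stable ts p53-A138V + BP100-Luc; 1000 cells/well, Opti-MEM/10% FBS; cpd 4 pt, 1:5; 24 h, 37 deg C, 5% CO2; detection reagent 10 min RT; luminescence.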
ELG1 genotox – genotoxicity induction in ELG1-luciferase HEK293T cells | HEK293T ELG1-luciferase reporter, luminescence, 16 h | Potency, µM (doses to about 46 µM), for inactives: at the top dose activity change, positive = activation, usual class: activators | actives 1.3% (n = 330,000); note: potency is the fitted concentration of half-maximal effect; % of control where 0% means no effect; nearly all actives have a fitted effect of over 60% in size
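DMSO vehicle served as control against compound-treated ELG1-luciferase HEK293T cells; exposure lasted 16 hr at 37 °C and 5% CO2, followed by ONE-Glo luminescence detection after 30 min.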
BRCA1 expr act – activators of BRCA1 expression. actives 1.1% (n = 380,000). MCF7-BRCA1-FFLuc reporter, luminescence, 48 h; response scale: scaled: vehicle 0%, 10 µM genistein 100%. Potency, µM (titrated, usually from 46.1 µM), inactives show at the top dose activation, most hits filed as activators. AID 624202; note: potency is the fitted concentration of half-maximal effect; nearly all actives have a fitted effect of over 80% in size; some results filed as inactive show a strong effect at the top dose
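First, MCF7-BRCA1-FFLuc cells (2000/well) attach for 2 h; next, compounds are pin-added and incubated 48 h at 37 °C; finally, luciferase reagent is added and luminescence read after 15 min.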
Giardia kill – kills Giardia lamblia | Giardia lamblia trophozoite viability | activity change, % at 7.66 µM, hits read low | actives 0.15% (n = 340,000) | AID 540267; in the data active = activity change below about -80%; inconclusive = between about -30% and that limit;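 note: parasites exposed to compound for two days anaerobically before the ATP read; % is set by controls: 0 for no effect and ±100 for the full control effect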
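Giardia trophozoites, 100 cells per well, were exposed to compounds for 48 hrs at 37 deg C under anaerobic conditions; viability was then read as ATP content by bioluminescence after 15-30 min at room temperature.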
Menin-MLL TR inh – displaces Texas Red mutant MLL peptide from human menin. O00255. actives 0.23% (n = 270,000). Potency, µM (highest dose often 61.6 µM), for the others: top-dose FP activity change, negative = inhibition, usual class: inhibitors. Menin + Texas Red MLL mutant peptide, fluorescence polarization; active = well fitted inhibition curve with a large enough effect in the polarisation, with a control signal flat, not every such curve was filed as active; inconclusive = small, poorly fitted or top-dose-only effect, or effect the other way, or a change in a side signal; inactive = no such curve, though single readings can be large or run the other way; the % refers to the polarisation; note: potency is the fitted concentration of half-maximal effect; % of control where 0% means no effect; many of its hits are not listed in these tables
PKM2 activator – increases activity of human pyruvate kinase M2 | Potency, µM (highest dose often 57.5 µM), for the others: at the top dose activation, hits mostly activators | purified PKM2, Kinase-Glo ATP luminescence, activation; response scale: 0% is enzyme alone, no compound | P14618 | actives 0.34% (n = 260,000); note: potency is the fitted concentration of half-maximal effect; % is set by controls: 0 for no effect and ±100 for the full control effect; nearly all actives have a fitted effect of over 55% in size
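ATP formation by purified human PK-M2, quantified via coupled luciferase luminescence after 1 h at room temperature with 0.1 mM ADP and 0.5 mM PEP final.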
NPC1 promoter act – activates the NPC1 promoter; Huh7 NPC1 promoter luciferase reporter, 24 h; Potency, µM (doses to about 9.22 µM), for inactives: top-dose activation, hits mostly activators; actives 2.4% (n = 320,000); AID 485313;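 note: potency is the fitted concentration of half-maximal effect; % of control where 0% means no effect; nearly all actives have a fitted effect of over 60% in size; reporter is driven by a mutant NPC1 promoter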
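Luminescence read-out of NPC1 promoter-driven luciferase in stably transfected Huh7 cells; compounds delivered in DMSO and left 24 h at 37C, 5% CO2, qHTS titration format.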
FLuc modulator – firefly luciferase modulation, counter-screen for miR-21 project. P08659. purified FLuc, Km substrates, luminescence inhibition. Potency, µM (doses to about 57.5 µM), for the others: at the highest dose activity change, negative = inhibition, hits mostly inhibitors. actives 6.9% (n = 360,000). AID 588342;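 note: potency is the fitted concentration of half-maximal effect; plate controls were vehicle for no effect and reference inhibitor for full effect; nearly all actives have a fitted effect of over 55% in size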
Target sequence (P08659 whole entry, looked up): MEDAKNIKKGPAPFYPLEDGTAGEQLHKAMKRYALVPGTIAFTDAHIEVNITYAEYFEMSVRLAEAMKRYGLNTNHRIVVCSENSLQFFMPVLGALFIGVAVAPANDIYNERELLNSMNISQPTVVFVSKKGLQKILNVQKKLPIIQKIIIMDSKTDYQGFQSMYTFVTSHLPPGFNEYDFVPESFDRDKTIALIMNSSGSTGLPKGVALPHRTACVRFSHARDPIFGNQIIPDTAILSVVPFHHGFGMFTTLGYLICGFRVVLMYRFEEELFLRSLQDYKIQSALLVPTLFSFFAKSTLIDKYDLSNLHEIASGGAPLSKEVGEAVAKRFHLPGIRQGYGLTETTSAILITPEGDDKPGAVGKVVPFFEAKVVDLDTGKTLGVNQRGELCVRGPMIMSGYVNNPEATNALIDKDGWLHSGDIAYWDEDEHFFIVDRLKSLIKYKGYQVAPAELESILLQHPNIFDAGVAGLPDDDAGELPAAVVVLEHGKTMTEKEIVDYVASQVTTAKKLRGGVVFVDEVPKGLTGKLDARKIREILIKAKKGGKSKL
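Purified P. pyralis luciferase, 10 nM final, with Km-level 10 uM D-luciferin and 10 uM ATP in 50 mM Tris acetate pH 7.5, 10 mM Mg acetate, 0.01% Tween-20, 0.05% BSA; 6-point qHTS titration about 60 µM downward; luminescence read.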
Gal4-VP16 FLuc – Gal4-VP16 reporter inhibition counter-screen; Drosophila S2 Gal4-VP16 UAS-luciferase, luminescence, 20 h; Potency, µM (titrated, usually from 53.6 µM), inactives show top-dose activity, negative = inhibition, most hits filed as inhibitors; actives 3.5% (n = 310,000); AID 2546;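 note: Gal4-VP16 expression switched on by copper sulfate through the metallothionein promoter; potency is the fitted concentration of half-maximal effect; % is set by controls: 0 for no effect and ±100 for the full control effect; nearly all actives have a fitted effect of over 50% in size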
Rab9 promoter act – activators of Rab9 promoter | Huh7 Rab9 promoter-luciferase reporter, luminescence, 24 h | Potency, µM (titrated, usually from 9.22 µM), for inactives: top-dose activation, negative = inhibition, hits mostly activators | actives 2.8% (n = 320,000) | AID 485297; note: potency is the fitted concentration of half-maximal effect; % of control where 0% means no effect; nearly all actives have a fitted effect of over 60% in size
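Promoter activation is measured as luciferase luminescence in Huh7 cells stably transfected with a Rab9 promoter–luciferase construct, following 24 h compound exposure at 37 °C and 10 min reagent incubation at ambient temperature.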
An asterisk follows results filed as active; [ ] = dose if it differs, or a comment. Unless noted, calls come from the whole dose curve; as a rule, active = well fitted curve in the direction sought with a large enough effect; inconclusive = small, poorly fitted or top-dose-only effect, or another doubt; inactive = no such curve, though single readings can be large; an effect the other way counts as inactive or inconclusive.

Preview:
CCCCC(=O)Nc1ccc(C(=O)NNC(=O)c2ccccc2Br)cc1 was read as RORg inh -1%, p53 reactivation 1%, ELG1 genotox 10%, BRCA1 expr act -1%, Giardia kill 47[activator], Menin-MLL TR inh -12%, PKM2 activator -6%, NPC1 promoter act -5%, FLuc modulator 1%, Gal4-VP16 FLuc -1% and Rab9 promoter act 0%.
Screening C[N+](C)(C)CC(=O)N/N=C/c1c2ccccc2cc2ccccc12 returned RORg inh -10%, p53 reactivation 6%, ELG1 genotox 3%, BRCA1 expr act 66%, Giardia kill 8, NPC1 promoter act -2%, FLuc modulator 0%, Gal4-VP16 FLuc -4% and Rab9 promoter act -8%.

Results, from the start:
CCCCC(=O)Nc1ccc(C(=O)NNC(=O)c2ccccc2Br)cc1 was read as RORg inh -1%, p53 reactivation 1%, ELG1 genotox 10%, BRCA1 expr act -1%, Giardia kill 47[activator], Menin-MLL TR inh -12%, PKM2 activator -6%, NPC1 promoter act -5%, FLuc modulator 1%, Gal4-VP16 FLuc -1% and Rab9 promoter act 0%.
Screening C[N+](C)(C)CC(=O)N/N=C/c1c2ccccc2cc2ccccc12 returned RORg inh -10%, p53 reactivation 6%, ELG1 genotox 3%, BRCA1 expr act 66%, Giardia kill 8, NPC1 promoter act -2%, FLuc modulator 0%, Gal4-VP16 FLuc -4% and Rab9 promoter act -8%.
Cc1nnc(-c2ccc(N3CCOCC3)c([N+](=O)[O-])c2)o1 was read as p53 reactivation 13%, ELG1 genotox 8%, BRCA1 expr act 24%, Giardia kill 2, NPC1 promoter act 10% and Rab9 promoter act -1%.
Screening Cn1c(=O)c2c(ncn2CC(=O)Nc2nccs2)n(C)c1=O returned RORg inh -18%, p53 reactivation 2%, ELG1 genotox -1%, BRCA1 expr act 14%, Giardia kill -2, PKM2 activator 5%, NPC1 promoter act 1%, FLuc modulator 7%, Gal4-VP16 FLuc -8% and Rab9 promoter act -8%.
Screening NC(=O)CSc1nnc(CNc2cccc(Cl)c2)n1CCc1ccccc1 returned RORg inh 12%[10 µM], p53 reactivation -4%, ELG1 genotox -3%, BRCA1 expr act -1%, Giardia kill -6, Menin-MLL TR inh 5%, PKM2 activator 2%, NPC1 promoter act 1%, FLuc modulator 5%, Gal4-VP16 FLuc -7% and Rab9 promoter act -8%.
For CCOC(=O)Cn1c(=O)c2c(nc3n2CCCN3Cc2ccccc2)n(C)c1=O the results were RORg inh 17%, p53 reactivation 2%, ELG1 genotox -4%, BRCA1 expr act -13%, Giardia kill 2, Menin-MLL TR inh -26%, NPC1 promoter act -2%, FLuc modulator 0%, Gal4-VP16 FLuc -7% and Rab9 promoter act -8%.
Screening CN(CC(=O)O/N=C(\N)c1ccc([N+](=O)[O-])cc1)S(=O)(=O)c1ccc2ccccc2c1 returned RORg inh 19%, p53 reactivation 5%, ELG1 genotox -2%, BRCA1 expr act 5%, Giardia kill 13, Menin-MLL TR inh 6%, PKM2 activator -1%, NPC1 promoter act -1%, FLuc modulator 1%, Gal4-VP16 FLuc -3% and Rab9 promoter act -4%.
For Cc1ccc(-c2nc(-c3cccnc3)sc2CC(=O)Nc2ccc(C)c(Cl)c2)cc1 the results were RORg inh inconclusive, p53 reactivation -4%, ELG1 genotox -12%, BRCA1 expr act -78%, Giardia kill -14, Menin-MLL TR inh 13%, PKM2 activator -12%, NPC1 promoter act -1%, FLuc modulator -11%, Gal4-VP16 FLuc -2% and Rab9 promoter act 0%.
`Cc1ccc2nc(-c3cccc(Br)c3)cc(C(=O)Nn3cnnc3)c2c1` gave RORg inh inconclusive, p53 reactivation -2%, ELG1 genotox inconclusive, BRCA1 expr act 10µM*, Giardia kill -29, Menin-MLL TR inh inconclusive, PKM2 activator 11%, NPC1 promoter act inconclusive, FLuc modulator 0.54µM*, Gal4-VP16 FLuc -3% and Rab9 promoter act 26%.
`Cc1[nH]n(-c2ccccc2)c(=O)c1/C=N/NC(=O)COc1ccccc1[N+](=O)[O-]` gave RORg inh 0.45µM*, p53 reactivation inconclusive, ELG1 genotox 10%, BRCA1 expr act -37%, Giardia kill -2, Menin-MLL TR inh inconclusive, PKM2 activator -4%, NPC1 promoter act 1%, FLuc modulator 21µM*, Gal4-VP16 FLuc 0.63µM* and Rab9 promoter act -8%.
For COc1ccccc1S(=O)(=O)Cc1ccc(C(=O)N2CCCC2)o1 the results were RORg inh 17%, p53 reactivation -4%, ELG1 genotox 0%, BRCA1 expr act 0%, Giardia kill -18, Menin-MLL TR inh 1%, PKM2 activator -5%, NPC1 promoter act 1%, FLuc modulator 1%, Gal4-VP16 FLuc -6% and Rab9 promoter act 6%.
`Cc1ccccc1-n1nc(C)c2cc(C(=O)N3CCN(S(=O)(=O)c4ccccc4)CC3)sc21` gave RORg inh -18%, p53 reactivation 4%, ELG1 genotox -5%, BRCA1 expr act -11%, Giardia kill 0, Menin-MLL TR inh -9%, PKM2 activator 0%, NPC1 promoter act -2%, FLuc modulator -1%, Gal4-VP16 FLuc 0% and Rab9 promoter act -1%.
Screening S=C(Nc1cccc(Cl)c1)Nc1cccc2cnccc12 returned RORg inh 31%, p53 reactivation 17%, ELG1 genotox -12%, BRCA1 expr act -34%, Giardia kill -8, Menin-MLL TR inh 3%, PKM2 activator inconclusive, NPC1 promoter act 8%, FLuc modulator inconclusive, Gal4-VP16 FLuc -29% and Rab9 promoter act 7%.
O=C(NC1CC2CCCC(C1)N2Cc1ccccc1)C1CCCCC1 (configuration not stated) was read as RORg inh -26%, p53 reactivation 11%, ELG1 genotox -3%, BRCA1 expr act 15%, Giardia kill -25, Menin-MLL TR inh -23%, PKM2 activator 2%, NPC1 promoter act -2%, FLuc modulator 0%, Gal4-VP16 FLuc 7% and Rab9 promoter act 8%.
For O=C(COc1cccc(Cl)c1)NNC(=S)Nc1ccccc1 the results were RORg inh 0.89µM*, p53 reactivation 7%, ELG1 genotox -1%, BRCA1 expr act -1%, Giardia kill 4, Menin-MLL TR inh 0%, PKM2 activator -1%, NPC1 promoter act 0%, FLuc modulator 3%, Gal4-VP16 FLuc 1µM* and Rab9 promoter act 2%.
For COc1ccc(/C=C/C(=O)Nc2c(C)nn(C)c2C)cc1COc1ccc(Cl)cc1Br the results were RORg inh inconclusive, p53 reactivation -10%, ELG1 genotox 7%, BRCA1 expr act -1%, Giardia kill 1, Menin-MLL TR inh 0%, PKM2 activator 6%, NPC1 promoter act -8%, FLuc modulator 1%, Gal4-VP16 FLuc -16% and Rab9 promoter act 2%.
For Cc1cccc(/N=C/c2c(C)[nH]n(-c3ccccc3)c2=O)n1 the results were RORg inh 0%, p53 reactivation 0%, ELG1 genotox 0%, BRCA1 expr act -12%, Giardia kill -15, PKM2 activator -19%, NPC1 promoter act 1%, FLuc modulator inconclusive, Gal4-VP16 FLuc 4% and Rab9 promoter act -3%.
For CCN(CC)CCNC(=O)c1ccc(NC(=O)C2CC(=O)N(c3ccc4c(c3)OCCO4)C2)cc1 (configuration not stated) the results were p53 reactivation 1%, ELG1 genotox 1%, BRCA1 expr act 18%, Giardia kill 44[activator], NPC1 promoter act -2%, FLuc modulator 2% and Rab9 promoter act 0%.
`CCOC(=O)c1cnc(SC)nc1Sc1ccccc1` gave RORg inh 5%, p53 reactivation 0%, ELG1 genotox -2%, BRCA1 expr act -26%, Giardia kill 5, Menin-MLL TR inh 3%, PKM2 activator 4%, NPC1 promoter act -5%, FLuc modulator 6%, Gal4-VP16 FLuc 12% and Rab9 promoter act -4%.
`CC1=C(C(=O)Nc2ccccc2C(=O)NCc2ccccc2)SCCO1` gave RORg inh 7%, p53 reactivation 0%, ELG1 genotox -8%, BRCA1 expr act -7%, Giardia kill -9, NPC1 promoter act -3%, FLuc modulator 1%, Gal4-VP16 FLuc 4% and Rab9 promoter act -2%.
Screening COc1ccc(N2C(=O)c3cccc4cccc(c34)C2=O)cc1 returned RORg inh -2%, ELG1 genotox -2%, BRCA1 expr act -20%, Giardia kill 22, Menin-MLL TR inh -18%, PKM2 activator -6%[11.5 µM], NPC1 promoter act 16%, FLuc modulator 0%, Gal4-VP16 FLuc -3% and Rab9 promoter act 5%.
CCOC(=O)C1(CCC(C)C)CC(CSc2nc3ccccc3[nH]2)OC1=O (configuration not stated) was read as RORg inh 0%, p53 reactivation -1%, ELG1 genotox -17%, BRCA1 expr act -34%, Giardia kill -6, PKM2 activator 2%, NPC1 promoter act 1%, FLuc modulator -1%, Gal4-VP16 FLuc inconclusive and Rab9 promoter act -3%.

Screening results (PubChem)

A portion of the library, so the mix of outcomes need not match the whole.
